p97 inhibitor = human p97 ATPase inhibition. P55072. recombinant p97 ATPase, Kinase-Glo ATP luminescence, 3 h. inhibition, % at 8 µM. 220,000 compounds, 0.42% hits. AID 1481; in the data active means inhibition above about 15%;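 further: 0% = DMSO vehicle and 100% = wells lacking enzyme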
Tb hexokinase = T. brucei hexokinase 1 inhibition. 220,000 compounds, 0.11% hits. inhibition, % at 10 µM. recombinant TbHK1, G6PDH-coupled NADH A340;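 active means inhibition of 50% or more in the single-dose primary screen; inactive means inhibition below 50%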
RBBP9 inhibitor = blocks human serine hydrolase RBBP9; 220,000 compounds, 0.2% hits; inhibition, % at 7.94 µM; recombinant RBBP9, FP-Rh probe fluorescence polarization; O75884;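 active means inhibition above the campaign mean of all tested compounds plus 3 SD, cut at about 14% in these data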;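 further: plate controls were DMSO wells with RBBP9 for no effect and wells lacking RBBP9 protein for full effect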
Target sequence (O75884 whole entry, looked up): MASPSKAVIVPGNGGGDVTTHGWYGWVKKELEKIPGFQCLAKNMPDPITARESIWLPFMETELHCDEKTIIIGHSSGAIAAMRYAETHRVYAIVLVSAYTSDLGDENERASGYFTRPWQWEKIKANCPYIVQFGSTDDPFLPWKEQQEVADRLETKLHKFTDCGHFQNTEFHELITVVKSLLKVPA
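Test system: recombinant human RBBP9. Quantity: 2.5 µM RBBP9 dispensing solution, before mixing. Detection: FP readout at 525/598 nm. Reagent: Serine-hydrolase probe FP-Rh, 375 nM pre-mixing. Measure: % inhibition. Control set: DMSO-treated enzyme wells and wells lacking RBBP9. Buffer or medium: Tris-NaCl-Pluronic buffer, pH 8.0. Times: preincubation 30 min plus labeling 45 min at 25 °C.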
Furin inh = human furin inhibition; 220,000 compounds, 0.061% hits; purified furin, fluorogenic substrate cleavage; inhibition, % at 30 µM; P09958; in the data active means inhibition above about 25%; further: inactives centre near -15
Runt-SMMHC FRET = Runt domain-CBFb-SMMHC interaction inhibition. Q01196+Q13951. Cerulean-Runt/Venus-CBFb-SMMHC FRET ratio 530/480, 1 h. inhibition, % at 20 µM. 220,000 compounds, 0.74% hits. AID 1434;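 active means mean inhibition across duplicate retests at 20 µM reaching about 50%, limit read from the data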;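 further: 0% = DMSO wells and 100% = wells with excess untagged CBFb-SMMHC; inhibitors lower the FRET ratio by blocking Runt binding to CBFb-SMMHC; some results filed as inactive read as strong as hits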
EBV gp42 inh = EBV gp42 inhibition; inhibition, % (tested at 21.74 µM); AID 1085; Fluorescence polarization binding assay, mP read-out; 220,000 compounds, 0.42% hits; Q1HVG2; in the data active means inhibition above about 50%
Target sequence (Q1HVG2 whole entry, looked up): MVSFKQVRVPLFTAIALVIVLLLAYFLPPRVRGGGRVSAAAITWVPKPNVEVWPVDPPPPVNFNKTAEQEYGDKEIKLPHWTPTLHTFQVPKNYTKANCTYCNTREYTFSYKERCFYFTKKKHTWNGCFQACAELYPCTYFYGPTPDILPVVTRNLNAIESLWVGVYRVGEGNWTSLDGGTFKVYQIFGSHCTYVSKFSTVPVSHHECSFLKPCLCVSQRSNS
p47phox inh = p47phox (human) inhibition; inhibition, % at 24.7 µM; 220,000 compounds, 0.53% hits; p47phox/p22phox peptide binding, fluorescence polarization, 2 h; AID 1274;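 active means inhibition above about 30%, limit read from the data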;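 further: 0% = p47phox with labelled peptide and 100% = labelled peptide alone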
Target sequence (P14598 whole entry, looked up): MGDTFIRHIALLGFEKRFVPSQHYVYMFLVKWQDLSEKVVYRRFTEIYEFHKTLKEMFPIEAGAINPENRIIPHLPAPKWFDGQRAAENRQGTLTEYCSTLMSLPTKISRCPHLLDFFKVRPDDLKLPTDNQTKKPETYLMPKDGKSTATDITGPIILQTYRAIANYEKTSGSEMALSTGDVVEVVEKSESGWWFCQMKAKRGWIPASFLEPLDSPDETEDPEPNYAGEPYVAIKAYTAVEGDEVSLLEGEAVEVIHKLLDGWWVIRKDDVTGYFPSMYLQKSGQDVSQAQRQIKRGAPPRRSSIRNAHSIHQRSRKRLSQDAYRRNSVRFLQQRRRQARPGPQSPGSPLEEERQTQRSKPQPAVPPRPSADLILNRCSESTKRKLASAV
Runt-CBFb FRET = Runt domain-CBFb interaction inhibition | Q01196+Q13951 | Cerulean-Runt/Venus-CBFb FRET ratio 530/480, 1 h | inhibition, % at 20 µM | 220,000 compounds, 0.46% hits | AID 1496;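 active means inhibition over about 50% at 20 µM in the single-dose screen, limit read from the data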;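 further: 0% = DMSO wells and 100% = excess unlabeled CBFb competitor control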
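test system = Cerulean-tagged RUNX1 Runt domain (FRET donor) fusion protein | reagent = Venus-CBFb binding partner, 100 nM | incubation = protein complex preformed 1 h, compound exposure 1 h, room temperature, dark | detection = FRET fluorescence | read-out basis = loss of energy transfer signal | controls = 5 µM unlabeled CBFb as full-inhibition high control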
m-calpain inh = inhibitors of pig calpain II; purified calpain II, fluorogenic peptide substrate, 30 min; inhibition, % at 16 µM; 220,000 compounds, 0.37% hits; AID 1236;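 active means inhibition above about 50%, limit read from the data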
* = called active by the depositor; i = inactive; · = no result given; [ ] = remark or other dose. Outcome played no part in choosing rows. Share with any hit: about 2.7%.

SMILES	p97 inhibitor	Tb hexokinase	RBBP9 inhibitor	Furin inh	Runt-SMMHC FRET	EBV gp42 inh	p47phox inh	Runt-CBFb FRET	m-calpain inh
COc1ccc(S(=O)(=O)N2CCCC(C(=O)O)C2)cc1Cl (stereo not drawn)	1.2	3.1	0.4	-17.4[20 µM]	0.1	-12.2	-6.6	0.1	11.1
CCCCC(=O)Nc1ccc(N2CCCC2)cc1	1.9	11.2	0.2	-5.5[20 µM]	·	·	·	·	·
O=C(CNc1ccccc1)N/N=C/c1ccc([N+](=O)[O-])o1	4.7	-18.6	0.5	-3.7[20 µM]	1.0	-10.2	-6.8	1.2	-4.8
CCc1ccc2[nH]c(=O)c(CN(Cc3nnnn3C3CCCC3)C3CCCCC3)cc2c1	6.1	0.2	-5.2	-6.8	4.0	-18.1	-13.6	8.5	-53.0
CN1CCc2c(sc3c2C(=O)NC(c2cccc(OC(=O)c4cccs4)c2)N3)C1 (stereo not drawn)	4.0	-11.7	-9.5	-25.9	105.5*	-5.9	-41.2	50.8*	-25.8
Cc1ccc2nc(Cl)c(/C=C/C(=O)c3ccco3)cc2c1	0.4	-42.7	-5.7	-27.6	-1.4	-8.1	-15.1	1.4	3.3
COc1ccc(NC(=O)c2csc3c2CCCCC3)c(OC)c1	-3.1	-8.7	-4.7	-23.7	-2.1	11.2	-180.7	4.6	-6.6
CCOc1ccc(S(=O)(=O)Nc2cc(Sc3ncn[nH]3)c3oc(=O)sc3c2)cc1	7.7	18.8	22.1*	-8.6	-8.6	-1.5	-10.8	45.4	-62.6
O=C(Nc1cccc2cccnc12)c1cccc(N2C(=O)CCC2=O)c1	1.5	-6.4	-6.4	-11.7	2.3	-25.8	-8.5	-2.4	23.5
Cn1cc(CCC(=O)N2CCCC(CCC(=O)NCc3ccc(F)c(F)c3)C2)cn1 (stereo not drawn)	1.1	-10.3	3.8	-22.9	-5.2	-10.9	-1.6	1.3	13.2
Cn1c(CC(=O)Nc2ccc(F)cc2)c(Sc2ccccc2)c2ccccc21	-0.2	-4.9	-2.1	-16.4	0.9	4.8	-5.2	2.2	-14.5
Nc1nc(Cl)cc(Sc2ccc(F)cc2)n1	-1.1	-2.7	-0.5	-21.0[20 µM]	4.6	8.5	11.6	0.1	-24.6

Three consecutive records from above, quoted:
SMILES	p97 inhibitor	Tb hexokinase	RBBP9 inhibitor	Furin inh	Runt-SMMHC FRET	EBV gp42 inh	p47phox inh	Runt-CBFb FRET	m-calpain inh
Cn1cc(CCC(=O)N2CCCC(CCC(=O)NCc3ccc(F)c(F)c3)C2)cn1 (stereo not drawn)	1.1	-10.3	3.8	-22.9	-5.2	-10.9	-1.6	1.3	13.2
Cn1c(CC(=O)Nc2ccc(F)cc2)c(Sc2ccccc2)c2ccccc21	-0.2	-4.9	-2.1	-16.4	0.9	4.8	-5.2	2.2	-14.5
Nc1nc(Cl)cc(Sc2ccc(F)cc2)n1	-1.1	-2.7	-0.5	-21.0[20 µM]	4.6	8.5	11.6	0.1	-24.6

Other results.
SMILES	p97 inhibitor	Tb hexokinase	RBBP9 inhibitor	Furin inh	Runt-SMMHC FRET	EBV gp42 inh	p47phox inh	Runt-CBFb FRET	m-calpain inh
CCOc1ccccc1NS(=O)(=O)c1ccc2c(c1)n(C)c(=O)c(=O)n2C	1.8	-15.3	-7.1	-20.6	-5.7	2.2	10.8	-2.4	-4.6
COC(=O)C1CC(c2c(OC)cc(OC)cc2OC)=NO1 (stereo not drawn)	4.7	3.2	6.8	-5.2[20 µM]	-3.2	-13.1	2.3	1.0	-11.3
Cc1onc(-c2ccccc2)c1C(=O)N/N=C/c1ccco1	3.3	-5.1	-20.2	-0.5	0.7	5.4	5.5	-0.6	14.8
O=C(Nc1ccccc1)N1CCC(C(=O)N2CCN(c3ccccc3F)CC2)CC1	-5.4	8.5	-5.0	-17.4	3.0	-13.7	-8.7	-0.6	5.8
CN(C)c1ccc(CNC(=O)CN(C)S(=O)(=O)c2cccc3cccnc23)cc1	-8.8	-4.5	-11.7	-11.1	3.6	-21.5	-2.7	4.4	6.9
COC(=O)C1=C(N)N(c2ccc(F)cc2)C2=C(C(=O)CCC2)C1c1ccc2c(c1)OCO2 (stereo not drawn)	4.0	-5.2	-5.2	-26.5	1.9	-1.5	-6.4	-2.6	-93.8
O=C(CSCC(=O)N1CCOCC1)Nc1nc(-c2ccccc2)cs1	-1.8	0.1	-5.2	-14.5	-1.0	-1.5	-3.4	0.4	2.5
COC(=O)c1ccc(Oc2nc(C)cc(Oc3ccccc3)n2)cc1	2.8	-2.0	-5.4	-12.4[20 µM]	-2.3	-6.9	-6.4	-0.9	27.7
Nc1nc(Nc2cccc(Cl)c2)nc(NCCO)c1[N+](=O)[O-]	8.1	-53.1	-1.5	-0.6	3.0	-11.6	-8.0	2.9	2.8
CCOCCCNC(=O)C1CCN(S(=O)(=O)N2CC(C)CC(C)C2)CC1 (stereo not drawn)	1.5	-0.5	0.0	-14.9	0.6	-15.1	-4.0	-2.6	-4.9
COc1cc2c(cc1OC)C(C(=O)Nc1ccccn1)C(c1cccnc1)N(C)C2=O (stereo not drawn)	2.5	-0.7	-3.6	-17.9	2.5	-5.7	-1.9	-0.4	14.7
O=C1/C(=N\S(=O)(=O)c2cccs2)C([n+]2ccccc2)=C([O-])c2ccccc21	4.8	-27.8	12.2	-11.8	-2.6	0.3	-23.9	-2.9	-21.2
C/C(Cl)=C/Cc1c(C)[nH]c2ccc(C)cc2c1=O	5.6	-1.7	-5.0	-8.7[20 µM]	0.1	-28.6	3.3	-2.1	-8.3
COc1cccc(/C=C/C(=O)OCC(=O)NCCc2ccccc2)c1	-1.2	-5.3	-6.8	-23.3	0.1	-0.5	-9.6	-1.4	-35.4
N#CC1=C2N=C(N)c3ccccc3N2C2=C(C(=O)CCC2)C1c1ccc(Cl)cc1 (stereo not drawn)	12.7	-7.1	-1.8	-4.4	-6.3	-9.5	-39.1	4.4	-29.1
CCOc1ccc(NC(=S)Nc2cccnc2)cc1	6.9	-0.8	-1.7	-24.1	1.6	-13.9	-5.1	15.3	9.8
COc1cc(/C=N/Nc2nc(Nc3ccccc3)nc(N3CCOCC3)n2)ccc1OC(=O)c1ccco1	2.5	-12.5	-5.8	-24.2	-0.6	7.3	-13.9	-1.1	-111.8
CC1CCN(S(=O)(=O)c2ccc(S(=O)(=O)N3CCCN(Cc4ccccc4)C3)cc2)CC1	-0.8	4.8	-7.3	-6.4[20 µM]	·	·	·	·	·
O=C(Nc1ccc2nc3ccccc3nc2c1)c1ccc(Br)cc1	7.4	-5.9	-5.8	-18.8	-323.9	-31.8	-54.4	-275.3	-5.5
COc1ccccc1NC(=O)CN(Cc1ccco1)C(=O)c1ccc(=O)[nH]c1	10.1	-11.7	0.4	-15.8	-3.9	-22.5	-9.8	0.5	2.5
Cc1nc(-c2cccc(N)c2)cs1	7.7	1.8	-6.6	-28.5	-1.0	-13.3	-14.0	-1.8	-2.5
COc1ccc(C(C)=O)cc1CSc1nc2cc(Cl)ccc2o1	-0.1	-5.7	3.8	-15.4[20 µM]	-3.1	-8.4	-107.5	-3.9	31.3
S=c1[nH]nc(-c2ccc3ccccc3n2)n1Cc1ccccc1	4.6	16.2	-9.0	1.3	17.9	-11.2	-12.3	3.0	11.8
Cc1cc(C)c(NC2=NCC(=O)N2C2CCCCC2)c(C)c1	1.6	-5.6	-7.0	-13.0[20 µM]	4.1	0.0	0.0	-0.1	7.9
Nc1nnc(CC(=O)N/N=C/c2ccccc2OCc2ccccc2F)s1	-2.2	1.8	-10.8	-24.9	-2.1	-12.8	-17.2	-1.6	18.2
CCCCC(C)n1[nH]c(=O)cc1N (stereo not drawn)	-0.7	-1.1	4.2	-24.5[20 µM]	-0.9	-12.8	-11.3	-1.4	-4.0
CC(C)(C)C(=O)Nc1ccnc(-c2cccnc2)n1	-6.6	4.6	-7.9	-3.9[20 µM]	-2.0	-9.0	-13.4	0.2	4.2
O=C(NCCCc1ccccc1)Nc1ccccc1	5.1	35.0	-3.1	-11.8	2.8	-3.0	3.3	1.0	16.1
O=C(CCc1ccc(S(=O)(=O)N2CCOCC2)cc1)NCCc1ccccn1	3.4	3.5	4.6	-21.0[20 µM]	-2.6	-1.5	-14.4	1.7	-17.2
Cn1c(CCNC(=O)c2ccc(Cl)c(Cl)c2)nnc1SCc1ccc(Cl)c(Cl)c1	-3.3	-0.6	-2.8	-18.4[20 µM]	1.7	8.0	-8.4	-3.2	34.2
CCC(C)[C@H](NC(=O)NCc1cccs1)C(=O)O (stereo partly drawn)	7.6	5.6	-2.4	-25.2	-0.2	1.7	-11.7	0.3	4.1
COc1ccccc1NS(=O)(=O)c1cc(NC(=O)CNC(=O)c2ccccc2)ccc1C	1.1	35.4	4.6	-7.3	1.2	-8.4	0.5	1.1	3.7
CC(=O)Nc1cccc(Oc2nc(C)cc(C)c2C#N)c1	9.6	-2.3	2.4	-7.9	4.0	6.6	-6.6	2.3	-13.5
CCOc1ccc(C(=O)OCc2nnc(-c3cccs3)o2)cc1OC	2.0	-1.5	2.3	-16.9[20 µM]	-2.3	3.7	5.5	-0.2	27.6
COc1ccccc1NC(=O)c1sc2ncn(Cc3cccc(C)c3)c(=O)c2c1C	1.6	-7.3	-3.2	-5.9[20 µM]	-2.8	-13.8	-34.8	-3.0	i
CCOC(=O)/C=C1\NC(C)(C)Cc2cc(OC)c(OC)cc21	-3.3	-3.8	-2.2	-1.1[20 µM]	-14.1	-1.1	-2.5	-1.9	-3.6
Cc1ccc(-n2ncc(N(C)C)c(Cl)c2=O)cc1	-5.4	-18.1	7.0	-11.7[20 µM]	-0.9	16.6	-7.4	-1.1	18.6
COc1ccc(NS(=O)(=O)c2ccc(S(=O)(=O)N(C)C)cc2)cc1S(N)(=O)=O	-4.3	4.7	-7.5	-15.8	-0.5	-1.9	-7.4	2.8	11.8
CCNC(=S)N/N=C/c1ccc(OCCOc2ccccc2C)cc1	0.2	-28.7	-0.4	-11.7[20 µM]	7.0	-2.6	-8.0	0.3	-5.7
O=C(Nc1ccc(F)c(Cl)c1)C1CCN(S(=O)(=O)c2cccnc2)CC1	8.3	-3.7	3.2	-6.9	0.0	-14.2	-23.4	0.0	-13.1
